Compound activity from PubChem.
Furin inh: blocks human furin protease activity | P09958 | purified furin, fluorogenic substrate cleavage | inhibition, % at 30 µM | 0.061% of 220,000 active | AID 463115; in the data active = inhibition above about 25%; also: inactives centre near -15
EBV gp42 inh: EBV gp42 inhibition; AID 1085; inhibition, % (tested at 21.74 µM); 0.42% of 220,000 active; Q1HVG2; Fluorescence polarization binding assay, mP read-out; in the data active = inhibition above about 50%
Target sequence (Q1HVG2 whole entry, looked up): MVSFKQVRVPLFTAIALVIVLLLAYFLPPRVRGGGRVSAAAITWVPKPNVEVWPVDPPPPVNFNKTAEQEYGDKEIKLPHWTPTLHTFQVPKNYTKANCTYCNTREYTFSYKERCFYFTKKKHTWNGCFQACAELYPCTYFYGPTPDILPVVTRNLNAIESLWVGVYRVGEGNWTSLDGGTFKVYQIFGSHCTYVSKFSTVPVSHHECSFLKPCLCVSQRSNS
eIF4E-4G inh: blocks eIF4E binding to eIF4G; P63073+Q04637; TR-FRET eIF4E-eIF4GI(517-606) binding, 2 h; inhibition, % at 21.7 µM; 0.37% of 220,000 active; AID 782;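 also: 0% = full FRET control wells and 100% = background wells lacking eIF4GI fragment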
NCF1 inh: p47phox (human) inhibition. P14598. p47phox/p22phox peptide binding, fluorescence polarization, 2 h. inhibition, % at 24.7 µM. 0.53% of 220,000 active;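 also: 0% = p47phox with labelled peptide and 100% = labelled peptide alone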
hK5 inh: inhibitors of human kallikrein 5. 0.59% of 210,000 active. Q9Y337. inhibition, % at 5 µM. recombinant hK5, fluorogenic AMC substrate cleavage;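 active = inhibition of 40% or more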;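 also: 0% = enzyme controls without compound and 100% = no-enzyme blanks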
Rad51 HR inh: blocks human Rad51 in homologous recombination; inhibition, % at 10 µM; hRad51 DNA strand exchange, fluorescence dequenching; 0.085% of 200,000 active;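 active = inhibition above 40% at the single screening dose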;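 also: 0% = DMSO control wells and 100% = blanks with heterologous ssDNA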
Target sequence (Q06609 whole entry, looked up): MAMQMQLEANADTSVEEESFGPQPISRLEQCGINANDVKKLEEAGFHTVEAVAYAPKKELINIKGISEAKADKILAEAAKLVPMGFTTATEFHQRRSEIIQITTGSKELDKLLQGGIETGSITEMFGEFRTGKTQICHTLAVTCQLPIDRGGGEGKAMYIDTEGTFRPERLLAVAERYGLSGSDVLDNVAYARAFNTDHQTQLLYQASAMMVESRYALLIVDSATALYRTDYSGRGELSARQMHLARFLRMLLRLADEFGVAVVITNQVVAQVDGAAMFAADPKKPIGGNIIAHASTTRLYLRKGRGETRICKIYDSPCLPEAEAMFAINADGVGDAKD
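Read-out basis: percent inhibition relative to plate controls and blanks / Assay system: human Rad51 nucleoprotein filaments preassembled on unlabelled ssDNA / Timing: filaments 15 min 37 °C, then compound 30 min / Control set: per-plate controls and blanks / Technique: fluorescence dequenching at 485/520 nm / Compound: 10 µM final, single point / Also added: Fluorescein- and BHQ1-tagged 47-mer duplex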
KCC2 mod: modulators of human KCC2 chloride dependent transport | AID 1456 | Q9H2X9 | B-score of Tl+ flux slope (higher = more flux/activation; lower = inhibition) at 10 µM | KCC2 cells, thallium flux FluoZin-2 fluorescence | 2.2% of 190,000 active;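 active = thallium flux slope and its plate-corrected score both differing from the plate sample mean at a set confidence after two filtering rounds, in either direction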;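 also: slope of fluorescence scaled to starting intensity during 10 to 20 s after thallium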
thrombin 1536: thrombin (human) inhibition; P00734; alpha-thrombin, Boc-VPR-AMC fluorogenic substrate cleavage; inhibition, % at 5 µM; 0.26% of 220,000 active; AID 1046;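 active = inhibition at or above 40%; inactive = inhibition below 40%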;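 also: 0% = enzyme with no compound and 100% = wells without enzyme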
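System – human alpha-thrombin protein · Reagent – Boc-VPR-AMC substrate, 15 µM final · Compound – 5 µM single dose in 0.2% DMSO · Schedule – reaction at room temperature · Technique – AMC fluorescence at 355 nm excitation and 460 nm emission · Read-out basis – % inhibition relative to enzyme controls and enzyme-free blanks · Control set – no-compound enzyme wells and no-enzyme blanks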
14-3-3 Bad inh: disrupts binding of bovine 14-3-3 zeta to phospho-Bad peptide; AID 781; 0.71% of 220,000 active; TR-FRET 14-3-3zeta/Dy647-pBad peptide displacement, 1 h; inhibition, % at 21.7 µM;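 active = inhibition above about 70%, limit read from the data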;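 also: 0% = full 14-3-3 plus peptide FRET controls and 100% = background without 14-3-3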
Target sequence (P63103 whole entry, looked up): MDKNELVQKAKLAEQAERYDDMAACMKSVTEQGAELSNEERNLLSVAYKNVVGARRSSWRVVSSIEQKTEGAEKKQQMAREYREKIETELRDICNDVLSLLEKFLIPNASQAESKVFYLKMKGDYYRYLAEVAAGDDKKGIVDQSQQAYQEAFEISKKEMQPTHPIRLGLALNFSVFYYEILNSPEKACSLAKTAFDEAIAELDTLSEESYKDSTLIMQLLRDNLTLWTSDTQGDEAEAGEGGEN
* hit, by the source's call; x = no result given; [ ] = dose if it differs, or a comment.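 The calls were made as follows, unless noted: active = inhibition above about 30% (limit read from the data); inactive = the rest.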 Hits appear at their usual frequency (roughly 4.7% active in at least one column).

SMILES	Furin inh	EBV gp42 inh	eIF4E-4G inh	NCF1 inh	hK5 inh	Rad51 HR inh	KCC2 mod	thrombin 1536	14-3-3 Bad inh
CCOC(=O)c1ccc(NC(=O)CCSCCc2ccccn2)cc1	-29	-10	0	3	-2	28	-0.27	4	-14
CCc1cc(C)cc(OCCNC(=O)c2ncn[nH]2)c1	-28[20 µM]	-6	3	-1	1	5	0.2	-7	5
N#Cc1cc2ccccc2nc1SCC(=O)Nc1ccc(S(=O)(=O)N2CCCC2)cc1	-11	-23	-55[fluorescence artefact?]	-56	-20	0	x	2	-29[fluorescence artefact?]
Cc1cccc(C(=O)N(Cc2nc3ccccc3c(=O)[nH]2)C2CCCCC2)c1	-27	-4	0	-8	-3	4	0.46	-4	-7
Cc1ccc(F)cc1NC(=O)CCC(=O)c1cccs1	-6[20 µM]	-12	x	-2	1	-3	-0.15	3	x
O=C(/C=C/c1ccco1)N1CCN(c2ccc(F)cc2)CC1	-1	-14	7	-11	6	-5	-0.16	13	-8
COc1ccc(/C(O)=C2/C(=O)C(=O)N(CCCN(C)C)C2c2ccccc2)cc1OC (centres undefined)	-9	-5	0	-9	-22	3	0.1	2	6[fluorescence artefact?]
CCc1cccc(NC(=O)c2ccc3c(=O)n4c(nc3c2)CCCCC4)c1	-8	-3	1	-2	2	-3	-2.6	3	7
COc1ccc(-n2c(C)nc3sc4c(c3c2=O)CCCC4)cc1	-29	4	2	-4	-1	3	-0.11	-1	-4
Cc1ccc(CCNC(=O)C2CCC(=O)N2Cc2cccnc2)cc1 (centres undefined)	-8	0	-5	-5	47*	4	1.2	6	1
c1ccc(-c2nnc(N3CCOCC3)c3ccccc23)cc1	-27	-16	5	-1	1	11	0.72	-2	-10
COc1ccccc1/C=C(/C(=O)OCC(=O)Nc1ccccc1C(C)C)c1ccccc1	-12	-23	0	-10	-2	x	0.15	4	-4

One compound at a time (already shown). Order of screens: Furin inh | EBV gp42 inh | eIF4E-4G inh | NCF1 inh | hK5 inh | Rad51 HR inh | KCC2 mod | thrombin 1536 | 14-3-3 Bad inh
Shown for `N#Cc1cc2ccccc2nc1SCC(=O)Nc1ccc(S(=O)(=O)N2CCCC2)cc1` → -11 | -23 | -55[fluorescence artefact?] | -56 | -20 | 0 | x | 2 | -29[fluorescence artefact?]
Shown for `Cc1ccc(F)cc1NC(=O)CCC(=O)c1cccs1` → -6[20 µM] | -12 | x | -2 | 1 | -3 | -0.15 | 3 | x

Molecules from the list above that have a thiophene ring, fused or not, in the order listed:
SMILES	Furin inh	EBV gp42 inh	eIF4E-4G inh	NCF1 inh	hK5 inh	Rad51 HR inh	KCC2 mod	thrombin 1536	14-3-3 Bad inh
Cc1ccc(F)cc1NC(=O)CCC(=O)c1cccs1	-6[20 µM]	-12	x	-2	1	-3	-0.15	3	x
COc1ccc(-n2c(C)nc3sc4c(c3c2=O)CCCC4)cc1	-29	4	2	-4	-1	3	-0.11	-1	-4

The main list resumes, starting 2 compounds before the break.
SMILES	Furin inh	EBV gp42 inh	eIF4E-4G inh	NCF1 inh	hK5 inh	Rad51 HR inh	KCC2 mod	thrombin 1536	14-3-3 Bad inh
c1ccc(-c2nnc(N3CCOCC3)c3ccccc23)cc1	-27	-16	5	-1	1	11	0.72	-2	-10
COc1ccccc1/C=C(/C(=O)OCC(=O)Nc1ccccc1C(C)C)c1ccccc1	-12	-23	0	-10	-2	x	0.15	4	-4
CCc1c(C)nc2ncnn2c1N1CCCC(C(=O)Nc2ccc(NC(C)=O)cc2)C1 (centres undefined)	-4[20 µM]	-2	-17	-2	-5	x	1.2	-1	10
CC(C)N=C(Nc1ccccc1)c1cccnc1	-19[20 µM]	1	-1[fluorescence artefact?]	0	0	-3	0.31	2	-2
Cc1c(NC(=O)Nc2ccccc2)cccc1[N+](=O)[O-]	-11	-6	-2	6	-5	x	0.47	-1	3
Cc1onc(-c2ccccc2)c1C(=O)n1cccn1	-24[20 µM]	-14	-2	1	-6	-2	0.026	25	8[fluorescence artefact?]
CCN(CC)S(=O)(=O)c1cccc(NN=c2c(=O)c3ccccc3c2=O)c1	-11	-21	-11	-24	2	x	1.1	-5	-3
COc1cc(SC)ccc1C(=O)NCCc1ccccc1	-12	-4	-3	3	-6	5	-2.1	-4	-2
O=C(CSCc1c(F)cccc1Cl)NCCSCc1ccco1	-16	-2	-1	-5	3	9	-1.4	-6	-2
CCC(CC)C(=O)NCCN1CCN(C(=O)C(CC)CC)CC1	-23[20 µM]	-8	4	-13	-15	-3	1.6	-2	-7
O=C(CCCn1c(=S)[nH]c2cc3c(cc2c1=O)OCO3)N1CCN(c2ccccc2F)CC1	-17[20 µM]	-15	-11	-17	-5	-8	-0.67	2	-7
Cc1ccc(OCC(=O)Nc2ccc([N+](=O)[O-])cc2)cc1	-29	-9	0	2	-20	x	0.21	-4	8
O=C(Cn1cnc2c(nnn2Cc2ccc(F)cc2)c1=O)N1CCCCC1	-9	-2	0	3	-5	x	x	-7	5
CCOCCCNC(=O)C(Cc1ccccc1)NS(=O)(=O)c1cccc2nsnc12 (centres undefined)	-19	7	-1	1	x	x	0.16	-2	-11
CCCCCOc1ccc(NC(=O)C(=O)NCC2CCCN2CC)cc1 (centres undefined)	-13	3	-3	-9	-2	-9	-0.29	-5	-2
COc1ccc(Cn2c(O)c(C=Nc3ccc(C)cc3)c3ccccc3c2=O)cc1	-6	-11	0	-110	-16	-13	0.29	-6	-11
CCNC(=S)N/N=C/c1c(Cl)cccc1Cl	-13	-4	-35	-5	-4	15	9.3*	18	27
Cc1ccc(CNC(=O)CCNS(=O)(=O)c2ccc(C)cc2)cc1	-19[20 µM]	-11	-10	-16	-6	9	x	-3	-6
COc1ccc(NC(=O)CN(C)CC(=O)Nc2ccc(Cl)c(S(=O)(=O)N(C)C)c2)cc1	-32	-7	4	-10	3	7	-0.85	-3	-3
O=C(COc1ccccc1)Nc1ccc(N2CCN(C(=O)c3cccs3)CC2)cc1	-30	-17	6	-3	1	8	-0.8	-3	-5
COC(=O)c1cc(NC(=O)CSc2nncn2C)cc(C(=O)OC)c1	-26[20 µM]	-16	-12[fluorescence artefact?]	-9	-8	-6	x	-1	-6[fluorescence artefact?]
CCOC(=O)c1sc2ncn(C(C)C(=O)OCC)c(=O)c2c1C (centres undefined)	-23	-10	3	0	4	2	0.66	3	-1
CCn1c(CC(=O)Nc2cccc(OC)c2)nnc1SCC(=O)Nc1nccs1	-21[20 µM]	-9	0	-14	-30	1	x	2	-4
O=C(Cn1nc([N+](=O)[O-])nc1Br)NC(c1ccccc1)c1ccccc1	-11	-7	0	2	9	-5	1.7	1	12[fluorescence artefact?]
Brc1cc2c(cc1Cn1c(-c3cncs3)nc3ccccc31)OCO2	-15[20 µM]	5	3[fluorescence artefact?]	6	-17	23	x	0	3
O=S(=O)(N/N=C/c1c(F)cccc1Cl)c1ccccc1	-13	-1	7	2	0	-8	x	0	-5
O=C(c1ccc(-n2cccc2)cc1)N1CCCCC1	-8	-3	2	3	-1	8	-1.5	-2	0
CCn1c(SCC(=O)NCCc2ccc(OC)c(OC)c2)nc2c1c(=O)n(C)c(=O)n2C	-15	-8	2	-20	-25	-3	x	-7	-8
CCOC(=O)c1[nH]c(C)c(C(=O)NCc2ccc(OC)cc2)c1C	-25	-1	1	-5	-3	-10	x	-2	1
O=[N+]([O-])c1cccc(N/N=C/c2cccc3ccccc23)c1	-11	23	-1	-3	14	-7	1.9	-2	11[fluorescence artefact?]
CCCCOC(=O)CCNc1n[nH]c(=O)[nH]c1=O	3	-4	3	7	1	-16	-0.36	-8	9
COC(=O)NC(C)N1C(=O)C2C3C=CC(C3)C2C1=O (centres undefined)	-34	7	-2	0	-16	5	0.88	-1	12
O=C(/C=C/c1ccccn1)c1cc(Cl)cc(Cl)c1O	-6	-7	2	-24	-9	6	0.0011	-10	-2
Cc1cccc(NC(=O)c2nc[nH]c2C(=O)Nc2ccccc2[N+](=O)[O-])c1	-14	-28	-1[fluorescence artefact?]	-1	-30	2	0.31	-4	-18[fluorescence artefact?]
CCOC(=O)c1cc(-c2ccccc2)sc1NC(=O)CN1C(=O)NC(CC)(c2ccccc2)C1=O (centres undefined)	-7[20 µM]	-19	-2[fluorescence artefact?]	-26	40*	-6	-1.6	14	-11
Cc1cc(C)n2nc(SCC(=O)NC(=O)NCc3ccco3)nc2n1	-30	-5	-2	65*	-17	14	0.86	1	22
Cc1cc(C)n(-c2nnc(NCc3ccc(Cl)cc3)nn2)n1	-21	-1	-1	-1	6	6	1.2	4	-2
O=C(NCC1COc2ccccc2O1)C1C2C=CC3(CN(Cc4cccs4)C(=O)C13)O2 (centres undefined)	-1[20 µM]	-9	-3	0	-30	11	-1.5	0	-9
Cc1[nH]c2ccccc2c1C(=O)COC(=O)c1c(-c2ccccc2Cl)noc1C	-13	5	-3[fluorescence artefact?]	-5	-12	10	0.023	-5	-11[fluorescence artefact?]
COc1cccc(/C=N/NC(=O)CN(CCc2ccccc2)S(=O)(=O)c2ccc(NC(C)=O)cc2)c1	5	12	1	-29	-3	x	-0.47	-2	-3
Cc1ccc(-n2c(N)c(C(=O)NCc3ccco3)sc2=S)cc1	-15[20 µM]	-1	0	-9	-1	5	-1.3	0	-11
CNC(=S)Nc1cccc(Cl)c1C	-25	7	-4	-7	1	-4	-0.21	-6	-7
O=C(Nc1cccc(S(=O)(=O)N2CCOCC2)c1)C(c1ccccc1)N1CCCCC1 (centres undefined)	-10	-9	2	-18	4	8	x	0	-17
O=C(C[n+]1cnn(CC(=O)c2ccc(Cl)cc2Cl)c1)c1ccc([N+](=O)[O-])cc1	-17	-26	5	2	0	4	0.0076	51*	-5
O=C(CCn1c(=S)[nH]c2ccccc2c1=O)N1CCOCC1	-38	-6	1	-14	-9	2	-0.13	-1	-1
O=C1CN2C(=N1)N(Cc1ccccc1)c1ccccc12	-12[20 µM]	-5	0	-7	8	-4	-0.83	1	-4
